PP1 inh – PP1-alpha phosphatase inhibitors, primary screen, counter-screen for PP5 inhibitor project, biochemical, fluorescence, OMFP substrate, single point; Serine/threonine-protein phosphatase PP1-alpha catalytic subunit (Homo sapiens), P62136; purified PP1alpha; inhibition, % at 6.7 µM; hit rate 0.9% among 320,000;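 active = inhibition above the mean inhibition of all tested compounds plus 3 SD, computed separately for each screening campaign, cut at about 15% in these data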
Efflux pump mplx – inhibitors of Candida efflux pumps in yeast, primary screen, S. cerevisiae, Nile Red, multiplex. S. cerevisiae Candida pump triplex. inhibition, % at 10 µM. hit rate 0.44% among 330,000;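 active = plate passing quality check with inhibition over a set limit, or well fluorescence over plate mean plus 4 SD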;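 note: Nile Red retained in pooled yeast measured as flow cytometry median fluorescence; 0% = buffer negative control and 100% = Enniatin B positive control; higher means more Nile Red kept so more efflux inhibition; some compounds called inactive have numbers as strong as hits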
CTSL1 counter – Fasciola hepatica cathepsin L1 inhibitors, primary screen, counter-screen for PFM18AAP inhibitor project, biochemical, QFRET, fluorogenic peptide substrate. AID 1906, 2009. hit rate 0.49% among 300,000. recombinant F. hepatica cathepsin L1, Z-Leu-Arg-MCA fluorescence. inhibition, % at 5.96 µM;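 active = inhibition above the mean of all tested compounds plus 3 SD, set per screening campaign, cut at about 17% in these data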;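 note: 0% = plate median of test compound wells and 100% = 1 µM Z-Phe-Ala-diazomethylketone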
proCasp3 act – activators of human procaspase-3 D3A mutant, primary screen, biochemical, absorbance, PC-3 D3A mutant, single concentration; Caspase-3 (Homo sapiens), P42574; recombinant procaspase-3 D3A, Ac-DEVD-pNA absorbance 405 nm; activation, % at 8.5 µM; hit rate 0.11% among 330,000;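 active = activation above the mean of all tested compounds plus 3 SD, cut at about 21% in these data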;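 note: 0% = DMSO alone and 100% = DMSO wells spiked with extra 5 µM PC-3 D3A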
Target sequence (P42574 whole entry D9A/D28A/D175A): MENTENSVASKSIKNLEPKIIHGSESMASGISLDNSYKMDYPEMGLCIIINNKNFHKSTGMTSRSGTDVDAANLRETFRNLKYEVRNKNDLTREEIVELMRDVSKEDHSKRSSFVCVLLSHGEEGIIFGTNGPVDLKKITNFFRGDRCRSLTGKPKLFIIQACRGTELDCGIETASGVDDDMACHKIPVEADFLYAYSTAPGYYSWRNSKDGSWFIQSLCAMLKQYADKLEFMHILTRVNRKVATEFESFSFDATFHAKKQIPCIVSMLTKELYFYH
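Assay system – Procaspase-3 D3A mutant · Benchmarks – DMSO low control, extra-enzyme high control · Technique – 405 nm absorbance of p-nitroaniline, reads at 0 and 120 min · Doses – 8.5 µM nominal · Measure – % activation between DMSO and enzyme-spiked controls · Also added – Ac-DEVD-pNA chromogenic peptide substrate · Schedule – 1 h compound preincubation, 2 h substrate hydrolysis at 25 °C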
HCV core dimer – inhibitors of HCV core protein dimerization, primary screen, biochemical, TR-FRET, high-throughput | TR-FRET GST/Flag-core106 dimerization, 1536-well | inhibition, % at 5 µM | hit rate 0.33% among 300,000 | AID 1899, 2009;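 active = inhibition above the mean of all tested compounds plus 3 SD, set per screening campaign, cut at about 45% in these data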
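Material: Tagged HCV core106 pair (GST and Flag) | Amount: GST-core106 13.5 nM, Flag-core106 17 nM | Medium: KF-containing HEPES buffer, pH 7.45, DTT, CHAPS, BSA | Reagent: Eu donor and XL665 acceptor anti-tag antibodies | Schedule: 4 h at 22.5 °C | Technique: Time-resolved FRET, ex 340 nm, em 617 and 671 nm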
TPT1 inhibitor – Candida albicans TPT1 enzyme inhibitors, primary screen, biochemical, fluorescence polarization. recombinant caTPT1, FP RNA substrate dephosphorylation. inhibition, % at 5 µM. AID 1962, 2009. hit rate 0.81% among 300,000. tRNA 2'-phosphotransferase TPT1 (Candida albicans SC5314);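 active = inhibition above the mean of all tested compounds plus 3 SD, set per screening campaign, cut at about 24% in these data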;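 note: plate controls were DMSO alone for no effect and ferristatin control at 100 nM for full effect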
proCasp7 act – procaspase-7 activators, primary screen, counter-screen for procaspase-3 activator project, biochemical, absorbance, HTS, human | recombinant procaspase-7, Ac-DEVD-pNA absorbance 405 nm; D23A/D198A/D206A triple mutant, cannot self-cleave; scale: DMSO 0, 5 µM enzyme 100 | activation, % at 8.5 µM | hit rate 0.093% among 330,000 | AID 463210, 2010;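 active = percent activation above the screen-wide mean plus 3 SD, cut at about 25% in these data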
Target sequence (P55210 whole entry D23A/D198A/D206A): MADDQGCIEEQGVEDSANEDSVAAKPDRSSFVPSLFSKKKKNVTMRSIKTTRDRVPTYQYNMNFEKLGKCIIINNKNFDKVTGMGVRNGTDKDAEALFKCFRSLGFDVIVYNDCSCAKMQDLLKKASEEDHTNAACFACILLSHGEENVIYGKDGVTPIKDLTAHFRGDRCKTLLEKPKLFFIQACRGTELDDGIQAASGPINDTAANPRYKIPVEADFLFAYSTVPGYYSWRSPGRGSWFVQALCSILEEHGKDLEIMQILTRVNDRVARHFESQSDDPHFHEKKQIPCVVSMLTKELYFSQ
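Replicates: singlicate. Assay system: Procaspase-7 triple mutant (PC-7 D3A). Signal: 405 nm absorbance of p-nitroaniline. Times: 1 h preincubation, 2 h reaction. Buffer or medium: Zinc-free HEPES pH 7.4 with 300 mM NaCl, 0.01% Triton X-100. Also added: DEVD-pNA substrate. Benchmarks: DMSO wells as 0%, DMSO with 5 µM added PC-7 as 100%.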
GASC-1 inh – inhibitors of GASC-1 histone demethylase, primary screen, biochemical, fluorescence, DELFIA europium; GST-JMJD2C(1-420) H3K9me3 demethylation; inhibition, % at 2.35 µM; hit rate 0.069% among 330,000; AID 2099, 2009;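 active = more than half of a compound's replicate wells show inhibition beyond 50%, single wells judged on their own value; inconclusive = some, but no more than half, of replicates pass 50% inhibition; inactive = no replicate passes 50% inhibition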;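 note: signal counts dimethyl H3K9 product captured on neutravidin plate; 0% = median of DMSO wells and 100% = 0.3 times that DMSO median; strong numbers were not always called active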
PP5 inh – PP5 phosphatase inhibitors, primary screen, biochemical, fluorescence; inhibition, % at 6.7 µM; hit rate 0.18% among 320,000; purified PP5c, OMFP substrate fluorescence;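 active = inhibition above the campaign's mean inhibition across all tested compounds plus 3 SD, cut at about 9.5% in these data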;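 note: 0% = DMSO only and 100% = 100 µM cantharidin control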
Target sequence (P53041 whole entry, looked up): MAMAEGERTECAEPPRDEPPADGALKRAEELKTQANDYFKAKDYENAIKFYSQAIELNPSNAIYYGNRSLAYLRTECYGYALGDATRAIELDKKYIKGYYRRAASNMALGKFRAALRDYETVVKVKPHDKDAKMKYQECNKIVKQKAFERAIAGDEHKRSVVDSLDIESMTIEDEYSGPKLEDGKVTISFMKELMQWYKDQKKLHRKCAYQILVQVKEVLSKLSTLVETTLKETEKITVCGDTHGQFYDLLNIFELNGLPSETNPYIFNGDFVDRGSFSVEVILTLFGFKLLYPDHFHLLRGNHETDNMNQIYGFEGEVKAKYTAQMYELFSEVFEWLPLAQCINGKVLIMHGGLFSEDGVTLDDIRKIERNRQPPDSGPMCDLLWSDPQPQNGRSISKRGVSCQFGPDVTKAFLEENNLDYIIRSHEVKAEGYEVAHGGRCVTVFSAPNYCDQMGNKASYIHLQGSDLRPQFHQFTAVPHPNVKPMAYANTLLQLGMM
The depositor's hits bear a star; ? = inconclusive; · = no result given. Not a hit list. About 2.9% of those tested had a hit in this group.

SMILES	PP1 inh	Efflux pump mplx	CTSL1 counter	proCasp3 act	HCV core dimer	TPT1 inhibitor	proCasp7 act	GASC-1 inh	PP5 inh
O=C(Nc1cccnc1)c1ccc(COc2ccccc2Br)cc1	2	-0.1	0	4	5	-3	9	2	1.8
O=C(c1ccc2c(c1)OCO2)C1CCCN(C(=O)C2CCOCC2)C1 (configuration not stated)	-2	-0.1	0	6	0	1	1	-24	1.6
COc1ccc(N(CC(=O)Nc2cccc(C)c2)S(=O)(=O)c2ccc(C)cc2)cc1OC	2	-0.3	-3	-4	14	3	5	11	2.6
O=C(CNC(=O)c1ccccn1)N/N=C/c1ccccc1	-3	-0.1	-3	-15	-5	-2	1	-6	1.0
Cc1ccc(-c2ccc(/C=N/NC(=S)Nc3ccccc3)o2)cc1[N+](=O)[O-]	4	-0.1	2	-3	9	2	2	-3	1.1
CC(C)(C)CC(=O)NC(=S)NCc1ccccc1	-3	0.0	3	7	1	1	0	15	0.1
COc1ccc2[nH]c(=O)c(CNc3ccccc3C)cc2c1	-3	-0.1	-1	0	4	-5	-14	0	-0.9
COC(=O)[C@@H](NC(=O)NC(C)CCc1ccccc1)C(C)C (some centres not stated)	-2	0.2	-2	0	-2	-3	4	6	0.0
Cc1ccc(S(=O)(=O)N2CCOCC2)cc1NC(=O)COC(=O)CNC(=O)c1ccc(C(C)(C)C)cc1	-6	0.1	-4	3	-7	7	-8	2	3.0
COc1ccc(C2NC(=O)NC(C)=C2C(=O)OCC2CCCCC2)cc1OC (configuration not stated)	2	-0.2	2	-1	2	0	6	14	3.0
CC1=Nc2cc(C(=O)NCC3CCCO3)ccc2Sc2ccc(C)cc21 (configuration not stated)	-1	0.0	-4	4	4	1	7	26	-1.2
O=C(Nc1ccc(Cl)cc1)c1cc(S(=O)(=O)N2CCOCC2)cs1	0	-0.3	-1	2	-4	-2	-4	9	4.4
O=C(O)CCC(=O)Nc1cccc(-c2nnc(-c3ccccc3)o2)c1	2	-0.1	3	9	-13	-2	4	0	0.1
C=CC[C@@H](CC(=O)N(CCO)Cc1ccccc1)C(=O)NC[C@@H](OC(=O)[C@@H](CC=C)Cc1ccc(F)cc1)c1ccccc1	·	0.0	·	-7	·	·	16	-3	·
CCCCCOC(=O)Cc1c(O)c2ccccc2[nH]c1=O	1	0.2	-2	0	-2	-7	2	-10	3.2
S=C(NCCc1ccccc1)NC1CCC(NC(=S)NCCc2ccccc2)CC1 (configuration not stated)	-3	0.0	4	5	-3	-2	0	-15	-0.1
O=C(/C=C/c1ccccc1[N+](=O)[O-])OC1CCCCC1=O (configuration not stated)	-1	0.1	-12	-3	1	-3	6	-3	0.6
Cc1cc(NC(=O)Nc2ccccc2Cl)no1	0	0.1	0	14	5	0	11	2	-1.1
O=C(CCNS(=O)(=O)c1ccccc1C(F)(F)F)Nc1ccncc1	-1	0.1	·	2	·	·	3	1	-0.2
Cc1ccc(OCC(=O)Oc2cccc(C)c2C)cc1	3	0.0	-20	2	-1	-1	-7	63	3.7
O=c1c2ccccc2cnn1Cc1n[nH]c(=S)n1C1CC2CCC1C2 (configuration not stated)	-5	0.0	0	-8	-1	-1	-6	1	-0.7
CC(=O)c1ccc(Cc2ccccc2)cc1	-1	0.1	3	-3	-7	2	3	20	0.5
Cc1ccc(S(=O)(=O)N2CCCC2CNC(=O)C(=O)NCCN2CCOCC2)cc1 (configuration not stated)	-6	0.0	0	3	0	-4	-9	-36	-0.3
CCc1ccc(/C(C)=N/NC(=O)CNC(=O)/C=C/c2ccccc2OC)cc1	7	0.1	0	4	13	0	10	-4	4.7
O=C(CCn1nc(-c2ccc(Cl)cc2)c2ccccc2c1=O)Nc1cccnc1	-4	0.0	-1	3	4	-3	7	-7	-0.6
CC[C@@]1(C(=O)OC)N[C@H](CN(C)S(=O)(=O)c2ccc(OC)cc2)[C@@H]2C(=O)N(C)C(=O)[C@@H]21	·	0.4	·	3	·	·	-4	9	·
O=C(CSc1nnc(CNc2ccc(F)cc2)n1Cc1ccccc1)N1CCOCC1	-5	-0.2	-6	-7	-1	-3	8	-7	1.7
Cc1ccc2c(c1)NC(=O)C(CC(=O)Nc1ccc(Br)c(C)c1)O2 (configuration not stated)	0	-0.1	0	1	8	-1	0	4	-1.9
CCN(C1CCS(=O)(=O)C1)S(=O)(=O)c1ccc(OC)c(OC)c1 (configuration not stated)	-1	0.2	-6	-13	-2	3	-7	20	1.8
Cc1nnc(NC(=O)CCC(=O)N2CCN(CCOc3cccc4ccccc34)CC2)s1	-6	0.0	0	5	4	-5	7	-5	-1.5
O=C(c1ccc([N+](=O)[O-])cc1)N1CCN(C(=O)c2ccco2)CC1	-4	-0.2	-5	9	-1	0	-3	5	-1.0
COc1ccc(N2C(=O)CC(SCc3ccc(Cl)cc3)C2=O)cc1 (configuration not stated)	-2	0.0	6	-20	-5	2	-32	-28	-0.6
O=C(CCCN1C(=O)c2ccccc2C1=O)Nc1ccc2c(c1)OCCO2	3	0.1	1	1	3	-2	1	-36	1.1
COCCOC(=O)c1[nH]c2c(c1C)C(=O)C(C(=O)OC)C(C)C2 (configuration not stated)	-4	-0.2	0	3	-9	0	11	-6	-1.1
O=C(COc1ccc2c(-c3ccccc3)cc(=O)oc2c1)NCc1ccccn1	-1	-0.1	0	18	-1	-1	3	?	2.8
S=c1[nH]c2cc(Cl)c3cccnc3c2o1	-1	0.2	-1	-8	-12	1	-18	2	0.1
C[C@H]1COC(=O)[C@@H](Cc2ccc(F)cc2)C/C=C\C[C@@H](CC(=O)N[C@@H](CO)Cc2ccccc2)C(=O)N1	·	-0.2	·	-7	·	·	3	-86	·
Cc1ccc(S(=O)(=O)NC(=O)Nc2c(C)cccc2C)cc1	0	0.1	-3	3	-6	-1	-5	-9	0.9
C=CCn1c(O)c(N=NC(=S)Nc2ccccc2F)c2cc(S(=O)(=O)N3CCOCC3)ccc21	1	0.0	1	12	12	-2	3	5	-0.4
N=c1oc2ccccc2cc1C(=O)Nc1ccccc1	1	-0.1	3	-7	-2	-2	-3	-5	3.1
COc1cc(C(=O)Nc2ccccc2C(=O)NCc2cccnc2)cc(OC)c1OC	1	-0.1	1	5	8	1	3	?	-1.2
CCc1cccc(N=c2c([N+](=O)[O-])nn(-c3ccc(Cl)cc3)n2O)c1	2	0.1	6	8	3	-2	10	42	1.2
CCOc1ccccc1NC(=O)CCCCCN1C(=O)[C@@H]2Cc3ccccc3CN2C1=O	1	0.0	1	3	6	-1	8	0	1.7
C=CC12C=CC=CN1C(C(=O)OC)=C(C(=O)OC)C(C(=O)OC)=C2C(=O)OC (configuration not stated)	0	1.9	2	3	1	-1	-2	1	2.6
Nc1nnc(SCC(=O)OCC(=O)c2ccccc2Br)s1	-5	0.0	-23	-13	-1	2	-8	-4	2.1
CN(C1CCCCC1)S(=O)(=O)c1ccc(NC(=S)NC(=O)c2cccs2)cc1	0	-0.2	2	-4	6	0	-22	-6	2.9
O=C(Nc1cc(S(=O)(=O)N2CCOCC2)ccc1O)c1ccc(NS(=O)(=O)c2ccc(Cl)s2)cc1	-4	-0.1	7	-4	-1	-3	2	-2	-1.0
Cc1ccc(C(=O)Nc2ccc(N3CCN(C)CC3)nc2)cc1	-2	0.1	-1	7	-6	1	4	-4	-1.0
Oc1cc2c(cc1O)CN(C(=S)NCCc1ccc(Cl)cc1)CCC2	-5	0.0	0	-25	-10	-2	-37	3	3.5
O=C1CN(C(=O)OCc2ccccc2)c2ccccc2N1	0	0.0	4	0	0	-8	-10	-1	-1.2
O=C(CN1C(=O)NC(c2ccccc2)(c2ccccc2)C1=O)N1CCN(c2ccc(F)cc2)CC1	3	0.4	·	6	·	·	8	0	3.4
Cc1nn(S(=O)(=O)c2ccc(C(C)(C)C)cc2)c(C)c1S(=O)(=O)N1CCOCC1	0	-0.1	2	3	-3	-2	7	-1	-2.3
COc1cccc(NC(=S)NNC(=O)Cn2nc(C(F)(F)F)cc2C)c1	2	-0.1	0	0	-11	-5	-7	-5	1.3
O=C(Cc1coc2ccc3ccccc3c12)NCc1ccccc1	-1	0.5	0	0	5	-2	8	0	2.0
CCCOC(=O)Nc1ccc(N2CCCCC2)cc1	3	0.7	-4	-4	3	2	-6	-4	5.6
O=C(Nc1c2c(nn1-c1ccc(Cl)cc1)CS(=O)(=O)C2)c1ccccc1	-2	0.3	-1	3	8	0	9	1	-3.9
On1nnc2c3ccccc3c3ccccc3c21	1	0.4	3	3	-1	3	-3	4	0.8
CCCCN(C(=O)CCC(=O)Nc1cc(C)on1)C(C(=O)NC(C)(C)C)c1cccc(OC)c1OC (configuration not stated)	-2	0.0	3	4	-3	-4	11	-3	1.4
CN(CC(=O)Nc1ccccc1Cl)C(=O)CSc1nc2ccccc2s1	2	0.2	-2	0	1	2	7	-11	1.8
COCCNS(=O)(=O)c1ccc2c(c1)n(C)c(=O)n2C	-1	0.0	0	0	-3	0	7	13	0.3
(cont.)
SMILES	PP1 inh	Efflux pump mplx	CTSL1 counter	proCasp3 act	HCV core dimer	TPT1 inhibitor	proCasp7 act	GASC-1 inh	PP5 inh
C[C@@H](CN1C2=NC[C@H](C)N2C[C@H]1Cc1ccc(O)cc1)NC(=O)CCC1CCCCC1	-3	0.0	-1	5	-4	3	4	2	0.2
Cc1ccc(S(=O)(=O)N(C)C)cc1NC(=O)c1cc(-c2ccncc2)nc2ccccc12	·	0.4	·	-3	·	·	1	5	·
CSc1ccc(C#N)cc1NC(=O)c1ccccc1C	-5	0.2	-1	3	5	0	8	33	-0.5
CN(CC(=O)NCc1ccco1)S(=O)(=O)c1ccc2c(c1)n(C)c(=O)c(=O)n2C	0	0.0	8	3	-3	-1	-4	-4	2.1
CN(Cc1c(F)cccc1Cl)C(=O)C1CC(=O)N(CCc2ccccc2)C1 (configuration not stated)	-3	0.0	8	-2	-2	5	-5	7	0.4
